proKLK7 act = proKLK7 zymogen activators, primary screen, biochemical, fluorescence intensity | Kallikrein-7 (Homo sapiens), P49862 | purified proKLK7, EDANS-DABCYL substrate fluorescence; 100% is mature enzyme control, 0% vehicle | activation, % at 7 µM | 370,000 tested, 0.9% active;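 active = activation above the mean of all tested compounds plus 3 SD, computed per campaign excluding outliers beyond control limits, cut at about 13% in these data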
PLC-gamma1 inh = PLC-gamma1 enzyme inhibitors, primary screen, biochemical, fluorescence, purified enzyme; 1-phosphatidylinositol 4,5-bisphosphate phosphodiesterase gamma-1 (Homo sapiens), P19174; fluorogenic substrate; inhibition, % at 12.2 µM; 370,000 tested, 0.84% active; AID 720700, 2013; in the data active = inhibition above about 9.5%
Tn6 DDE FP = inhibitors of Tn6 peptide binding to fibrin DD(E), primary screen, biochemical, fluorescence polarization, human fibrin, Tn6 probe. Fibrinogen beta chain (Homo sapiens), P02675. Fibrin DD(E) TRITC-Tn6 fluorescence polarization displacement. inhibition, % at 8.3 µM. 370,000 tested, 0.21% active. AID 720509, 2013;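 active = inhibition above a per-campaign cutoff: mean of compounds within control limits plus 3 SD, cut at about 15% in these data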;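 note: 0% = median of all compound wells on the plate and 100% = blocking peptide control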
ADAM17 inh = ADAM17 inhibitors, primary screen, biochemical, QFRET | Disintegrin and metalloproteinase domain-containing protein 17 (Homo sapiens), P78536 | recombinant ADAM17, EDANS/DABCYL FRET peptide cleavage | inhibition, % at 6.95 µM | 370,000 tested, 0.83% active | AID 720648, 2013;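 active = inhibition above the mean of compounds lying between control limits plus 3 SD, set per campaign, cut at about 8.5% in these data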;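 note: 0% = DMSO-only wells as the low control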
ARFGAP1 inhibitor = inhibitors of rat ARFGAP1 GAP activity, primary screen, biochemical, fluorescence polarization, GDP tracer; 360,000 tested, 0.26% active; ADP-ribosylation factor GTPase-activating protein 1 (Rattus norvegicus), Q62848; inhibition, % at 16.5 µM; Arfgap1-stimulated ARF1 GTP hydrolysis, GDP FP detection;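 active = inhibition above a per-plate limit, mean inhibition of low control wells plus 3 SD, cut at about 25% in these data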;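 note: 0% = DMSO wells with enzyme and 100% = wells lacking Arfgap1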
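material = rat Arfgap1 catalytic domain, aa 1-136 | also added = human ARF1(Δ1-17)-GTP substrate | compound dosing = one concentration, 16.5 µM, DMSO 1.26% | times = GTP hydrolysis reaction 2 h at 25 °C | measured by = FP, GDP Alexa 633 tracer displaced from anti-GDP antibody, 620/688 nm | evaluation = percent inhibition of Arfgap1-stimulated GTP hydrolysis | replication = single well per compound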
MBD2 DNA inh = inhibitors of MBD2 binding to methylated DNA, primary screen, biochemical, TR-FRET, DNA-binding domain, human; Methyl-CpG-binding domain protein 2 (Homo sapiens), Q9UBB5; AID 686964, 2013; 370,000 tested, 0.31% active; MBD2 binding to methylated oligonucleotide; inhibition, % at 4.4 µM; in the data active = inhibition above about 13%
ASAP1 GAP inh = inhibitors of human ASAP1 ArfGAP activity, primary screen, biochemical, fluorescence polarization | 360,000 tested, 0.19% active | Arf-GAP with SH3 domain, ANK repeat and PH domain-containing protein 1 (Homo sapiens), … | inhibition, % at 16.5 µM | AID 624377, 2012 | ASAP1-stimulated ARF1 GTP hydrolysis, GDP FP detection; in the data active = inhibition above about 25%;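 note: 0% = vehicle with enzyme and substrate and 100% = no enzyme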
UHRF1 binding = UHRF1 methylated DNA binding inhibitors, primary screen, counter-screen for MBD2 inhibitor project, biochemical, TR-FRET, human UHRF1, single concentration; E3 ubiquitin-protein ligase UHRF1 (Homo sapiens), Q96T88; UHRF1 binding to methylated oligo; inhibition, % at 4.4 µM; 370,000 tested, 0.75% active; AID 687016, 2013; in the data active = inhibition above about 21%;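 note: UHRF1 SRA domain binding a hemimethylated CpG hairpin DNA probe; 0% = median of test compound wells and 100% = reference inhibitor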
PLCb3 inh = human PLC-beta3 inhibitors, primary screen, biochemical, fluorescence; 370,000 tested, 0.18% active; 1-phosphatidylinositol 4,5-bisphosphate phosphodiesterase beta-3 (Homo sapiens), Q01970; AID 720704, 2013; Purified PLC-beta3, fluorogenic substrate; inhibition, % at 12.2 µM; in the data active = inhibition above about 11%;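 note: 0% = median of compound wells on plate and 100% = full blocker control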
Tn7 DDE FP = inhibitors of Tn7 peptide binding to fibrin DD(E), primary screen, biochemical, fluorescence polarization, human fibrin, Tn7 probe | Fibrinogen beta chain (Homo sapiens), P02675 | FP displacement of FITC-Tn7 peptide from fibrin DD(E); 0% = median of compound wells per plate | inhibition, % at 8.3 µM | 370,000 tested, 0.13% active | AID 720508, 2013;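 active = inhibition above the mean of compounds falling within the control limits plus 3 SD of them, cut at about 14% in these data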;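 note: 0% = plate median of compound wells and 100% = 10 µM Aha-Tn7 peptide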
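Measure: % inhibition scaled between sample-field median and high-control FP; Test system: human fibrin DD(E); Quantity: 2 µM final DD(E) protein; Doses: one dose, 8.3 µM nominal; Schedule: compound with protein 10 min, then 3 h after probe, room temperature; Detection: fluorescence polarization; Medium: Tris buffer with calcium and detergent, pH 7.8.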
* marks the source's active call; other numbers are inactive results; . = not tested or not shown.

SMILES | proKLK7 act | PLC-gamma1 inh | Tn6 DDE FP | ADAM17 inh | ARFGAP1 inhibitor | MBD2 DNA inh | ASAP1 GAP inh | UHRF1 binding | PLCb3 inh | Tn7 DDE FP
COc1ccc(CN2C(=O)C(CC(=O)NC3CCCC3)CC(C(=O)N(C)C)=C2C)cc1 (configuration not stated) | -0.3 | 3 | 5 | -4 | 1 | -2 | 0 | -1 | 3 | 6
COc1ccc(C(C(=O)NC2CCCC2)N(Cc2ccccc2)C(=O)c2snc(C(N)=O)c2N)cc1OC (configuration not stated) | -1.1 | -49 | -4 | -50 | 5 | 2 | 0 | 4 | -71 | -1
CCCCSc1nnc2c(n1)[nH]c1ccccc12 | -0.2 | 1 | -7 | 1 | -9 | 3 | -10 | 2 | 3 | -6
O=C1c2ccccc2C(Nc2ccc(S(=O)(=O)N3CCCCCC3)cc2)N1Cc1ccco1 (configuration not stated) | 0.5 | -1 | 8 | 4 | 5 | 3 | -3 | -2 | -1 | 6
Cc1ccnc2nc(C(=O)Nc3cc(Cl)ccc3N3CCOCC3)nn12 | -0.2 | -2 | -2 | 1 | -4 | -4 | -12 | 6 | -3 | -2
CCc1cccc2c(C(=O)C(NCCCOC)c3ccccc3)c[nH]c12 (configuration not stated) | -0.1 | -4 | 0 | -4 | 8 | 3 | 11 | 2 | -6 | -2
CC(C)N(Cc1nc2ccccc2[nH]1)C(C)C | -0.1 | -1 | 0 | -4 | 4 | 1 | -14 | -2 | -2 | 6
O=C(Nc1ccc2c(c1)C(=O)NC2=O)c1cc(Cl)ccc1Cl | -53 | -142 | -8 | -43 | -2 | -1 | 8 | 1 | -192 | -3
CC(=O)/C(=N\Nc1ccc(Cl)cc1)Sc1nnc(-c2ccccc2)n1-c1ccccc1 | 0.0 | -4 | 1 | -2 | -6 | 0 | 5 | -5 | 2 | 1
CC(C)Oc1ccc(Cc2n[nH]c(=S)n2Cc2ccccc2)cc1Cl | -0.1 | -1 | -6 | 2 | 4 | -2 | 3 | -2 | -8 | -1
COc1ccc(C2=NN(C(=O)c3cccs3)C(c3ccccc3OC)C2)cc1OC (configuration not stated) | -1.6 | -36 | 0 | -7 | 1 | 1 | 1 | -1 | -55 | 3
O=C(COC(=O)CCc1nc2ccccc2s1)Nc1ncc(Cl)cc1Cl | -0.3 | -3 | 3 | 1 | -1 | 0 | 6 | -3 | -3 | -1
CC(C)(C)c1nnc(N/N=C/c2ccc(O)cc2)n(N)c1=O | 0.4 | 4 | 1 | 3 | 8 | -2 | 4 | -3 | 1 | -3
Cc1nn(-c2ccccc2)c(Cl)c1/C=N/Nc1nncc(=O)[nH]1 | -0.1 | -2 | -8 | -3 | -16 | -7 | -5 | -2 | -12 | 1
NC(=O)CSc1nc2cc3c(cc2c(=O)n1CCCC(=O)NCc1ccc2c(c1)OCO2)OCO3 | -0.6 | 1 | -2 | 2 | -7 | 2 | -1 | 1 | 4 | -12
CC1(C)C(C=C(Cl)Cl)C1C(=O)N(Cc1cccc(Cl)c1)C1CCS(=O)(=O)C1 (configuration not stated) | 0.1 | -1 | -3 | -2 | 2 | 2 | -1 | 4 | -3 | 5
O=C(NCc1cccnc1)c1csc([C@H]2C[C@H](O)[C@@H](CO)O2)n1 | -0.3 | 6 | 1 | 2 | -2 | -8 | 5 | -1 | 1 | 1
CCn1cc(C(=O)NCCN(C)CCc2ccccc2)c(=O)c2cc(S(=O)(=O)N(C)C)ccc21 | 0.2 | 1 | -4 | -5 | 6 | 3 | 5 | 2 | 2 | 1
Cc1cc2oc(=O)cc(CN3CCN(S(=O)(=O)/C=C/c4ccccc4)CC3)c2cc1C | -2.2 | -14 | 0 | 1 | 6 | -4 | -21 | -3 | -10 | 9
COCCCN1C(=O)C(CC(=O)NCc2cccs2)CC(C(=O)N2CCOCC2)=C1C (configuration not stated) | -0.1 | 1 | -10 | -1 | 1 | -4 | 17 | 0 | 4 | -3
CCOc1ccccc1NC(=O)CCCc1ccc(OC)c(C)c1 | 0.5 | 0 | 6 | 0 | -2 | -2 | 0 | -1 | 2 | 8
Cc1ccc(Oc2ccc(OCC(=O)NC(CC(C)C)C(=O)O)cc2)cc1 (configuration not stated) | -0.4 | -5 | 7 | -4 | -13 | -4 | -4 | -3 | -13 | -7
CCN(CC)C(=O)c1sc(NC(=O)c2c(OC)cccc2OC)c(C#N)c1C | -0.3 | -8 | -3 | 1 | 3 | 0 | 3 | 1 | -12 | 0
COCOCCn1cc(CN2CCS(=O)(=O)N(Cc3ccc(-c4ccc(Cl)c(Cl)c4)cc3)C(C)C2=O)nn1 (configuration not stated) | 0.5 | 2 | 4 | 11* | 5 | 1 | 5 | -12 | 0 | -7
O=C(CSc1nc2c(cnn2-c2ccc(F)cc2)c(=O)[nH]1)N1CCCCCC1 | 0.0 | 0 | 2 | -1 | -1 | -1 | 4 | -1 | 1 | 4
COc1ccc(S(=O)(=O)NC2CCSc3ccccc32)cc1NC(C)=O (configuration not stated) | -0.5 | -1 | 4 | -1 | 3 | 2 | -4 | -4 | -6 | 1
C/C(=N/NC(=O)CNC(=O)c1ccccc1)c1ccc(C)cc1 | -0.2 | 1 | -3 | -1 | -7 | -1 | 5 | -2 | 1 | 5
O=C(c1ccccc1)C(Nc1cccc([N+](=O)[O-])c1)c1ccccc1 (configuration not stated) | -0.7 | -8 | 8 | 3 | 7 | 1 | 6 | -3 | -165 | 5
CCc1cccc(C)c1NC(=S)NCc1ccc2[nH]c(C)cc2c1 | -0.3 | -11 | 10 | -3 | -7 | 4 | -6 | -1 | -14 | 2
CCC[C@H]1CC(=O)C=C(c2ccsc2)ON1C(=O)OC(C)(C)C | -0.1 | -4 | 3 | 3 | -11 | 5 | 2 | 0 | -3 | 5
O=C1N/C(=N/O)S/C1=C/c1cccnc1 | 0.3 | -15 | -3 | 1 | -5 | -3 | 1 | -3 | -18 | 6
Cc1cc(N2CCOCC2)nc2ccc(NC(=O)CCC(=O)N3CCN(c4ccccc4)CC3)cc12 | 0.0 | -7 | -3 | -33 | 0 | -1 | 0 | 0 | -18 | -1
CS(=O)(=O)CCC(C(=O)OCc1ccc(Br)cc1)N1C(=O)c2ccccc2C1=O (configuration not stated) | 0.2 | -7 | -1 | 2 | -7 | 3 | -6 | 1 | -5 | 4
COc1cc(C(=O)Oc2cccnc2)cc(OC)c1OC | 0.5 | 1 | 3 | -3 | -1 | 0 | -6 | 1 | -4 | -7
O=C(NNC(=O)c1ccc(Br)o1)c1csc(N2CCOCC2)n1 | 0.0 | 0 | -4 | 7 | -1 | 1 | -18 | 4 | -11 | -1
CCOC(=O)C1CCCN(Cc2cccs2)C1 (configuration not stated) | -0.2 | 1 | -9 | 1 | -2 | 0 | -14 | 0 | 1 | 0
CCOc1ccc(NC2=CC(=O)CC(c3ccco3)C2)cc1 (configuration not stated) | 0.2 | -9 | -6 | -6 | -4 | -5 | -5 | -4 | -12 | 5
CCN(CC(=O)Nc1ccc(NC(C)=O)cc1)C(=O)c1oc2ccccc2c1C | 0.2 | -1 | -6 | -6 | 0 | 8 | 5 | 5 | -9 | -2
COc1cc([N+](=O)[O-])ccc1NC(=O)CN(C)C | 0.3 | 4 | 3 | -2 | 1 | -4 | 1 | -1 | 3 | 4
COc1ccc(C(CNC(=O)c2cccc(S(=O)(=O)N3CCCc4ccccc43)c2)N(C)C)cc1 (configuration not stated) | -0.2 | -6 | 2 | -2 | -2 | 2 | 3 | -2 | -10 | -1
CN(Cc1cc(Cl)cc(Cl)c1)[C@H]1C[C@H]2c3[nH]c4ccccc4c3CCN2C(=O)[C@H]1CO | 6.6 | -35 | -1 | -24 | -7 | 0 | 8 | -4 | -45 | 6
Cc1cccc(C)c1-n1nnnc1C1(C)CN(S(C)(=O)=O)CC(=O)N1Cc1ccc(F)cc1 (configuration not stated) | 0.1 | 3 | 16* | 0 | . | -3 | . | 2 | 3 | -5
COc1ccc(Cn2c(=O)oc3ccc(C)cc32)cc1OC | -0.1 | 5 | 1 | 1 | 4 | -6 | 7 | 2 | 4 | -9
Cc1ccc(N2CCN(/N=C/c3ccncc3)CC2)cc1 | 0.0 | 2 | -1 | -3 | 2 | 2 | -5 | 0 | 0 | -2
O=C(CC1CCCCC1)Nc1ccc(-c2ccc3nncn3n2)cc1 | 1.5 | -41 | -10 | -4 | 4 | -5 | -8 | -2 | -78 | 6
Cc1ccccc1CNC(=O)C(=O)NCCC1CCCCN1S(=O)(=O)c1cccs1 (configuration not stated) | 0.2 | 0 | -5 | -2 | 3 | 5 | 14 | -1 | -5 | -2
Cc1cc(S(=O)(=O)NCc2ccco2)c(C)s1 | -0.2 | 6 | -1 | -1 | 1 | 7 | 0 | 2 | 0 | 1
Cc1cc2nc(/C(C#N)=C\c3ccc(-c4ccccc4C(=O)O)o3)[nH]c2cc1C | -0.6 | -24 | 7 | -5 | 6 | -5 | -2 | -3 | -35 | 3
CCC(CC)C(=O)Nc1nnc(S(=O)(=O)N2CCCc3ccccc32)s1 | 0.7 | 1 | 3 | 2 | -10 | -1 | -4 | 0 | 0 | 3
CCCCn1c(N)c(N(CC(C)C)C(=O)c2ccc(-c3ccc(C(C)=O)cc3)o2)c(=O)[nH]c1=O | 2.1 | -87 | 6 | -39 | 2 | 2 | 15 | 3 | -98 | -5
COCCN(C(C)=O)c1nnc(-c2ccccn2)s1 | 2.5 | -2 | -1 | -11 | 5 | 3 | -8 | 0 | -1 | -1
